Source: PubChem (National Center for Advancing Translational Sciences (NCATS))
Nrf2 activator = activators of Nrf2 (ARE) signaling. 0.31% of 410,000 active. AREc32 ARE-luciferase reporter (MCF7-derived line), luminescence, 24 h. Potency, µM (top dose mostly 46.1 µM), for the others: at the highest dose activation, usual class: activators; further: potency means the concentration at half of the fitted maximal effect; % of control where 0% means no effect; nearly all actives have a fitted effect of over 65% in size
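Luciferase luminescence (Steady-Glo, 30 min at room temperature) served as the read-out of ARE activation in AREc32 cells treated with compounds for 24 hr at 37 deg C.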
IL2 activator = activates IL-2 in a cell-based reporter assay; AID 652025; IL-2 activation reporter assay, cell-based qHTS; stimulated with anti-CD3/CD4/CD28 beads; in transgenic mouse T cells; activation, % (series mostly up to about 46 µM); 0.065% of 360,000 active; in the data active means activation above about 50%; inconclusive means mostly about 30% to 49%; further: 0% is about no effect
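Quantitative HTS in unstimulated transgenic mouse T cells, with memory T cells as non-tolerant control and PMA/ionomycin as tolerance-bypass control. Compound pretreatment lasted 60 minutes before 18 h bead stimulation; EGFP/DsRed fluorescence read.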
ATXN2 expr inh = inhibitors of ATXN2 expression; HEK-293 ATXN2-luciferase reporter, luminescence, 24 h; Potency, µM (highest dose often 57 µM), for inactives: at the highest dose activity change, negative = inhibition, most hits filed as inhibitors; 0.72% of 360,000 active; further: potency means the concentration at half of the fitted maximal effect; on the % scale 0 is the no-effect control and ±100 the full control effect; nearly all actives have a fitted effect of over 55% in size
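ATXN2-luciferase reporter cells (luciferase flanked by upstream and downstream ATXN2 gene portions) were treated 24 h at 37 °C with compounds at up to 57 uM. SteadyGlo luminescence gave expression; GF-AFC fluorescence gave viability.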
TGFb inhibitor = inhibitors of TGF-b signaling. HepG2 CAGA-GFP TGF-b/SMAD3 reporter, GFP fluorescence, 18 h; TGF-beta stimulated, 500 pg/mL final. Potency, µM (doses to about 46.1 µM), for inactives: top-dose activity, negative = inhibition, most hits filed as inhibitors. 1.2% of 410,000 active; further: potency means the concentration at half of the fitted maximal effect; on the % scale 0 is the no-effect control and ±100 the full control effect; nearly all actives have a fitted effect of over 65% in size
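Using HEPG2 CAGA-GFP reporter cells at 1000 cells/well, we pinned test compounds, stimulated with recombinant TGF-beta (500 pg/mL final) and measured total well GFP after 18 h.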
A549 viability = kills or reduces viability of A549 cells in Nrf2 counter-screen | A549 ARE-Fluc cells, CellTiter-Fluor viability, 18-24 h | Potency, µM (highest dose often 46 µM), for the others: at the top dose activity change, negative = cytotoxicity, most hits filed as inhibitors | 0.16% of 390,000 active; further: potency means the concentration at half of the fitted maximal effect; on the % scale 0 is the no-effect control and ±100 the full control effect
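A549 ARE-Fluc cells in 5% FBS OPTI-MEM, 5000 cells/well, rested 2 h then exposed to compounds in concentration-response for 18-24 h at 37 °C. Viability by CellTiter-Fluor fluorescence (Ex 405/Em 525) after 30 min; luciferase luminescence (BugLite, 15 min, RT) read afterwards.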
EPAC2 agonist = activates human EPAC2 exchange factor. Q8WZA2. EPAC2 activation, biochemical qHTS; response scale: 100% = 6.5 mM cAMP response. Potency, µM (top dose mostly 154 µM), for the others: at the highest dose activation, actives largely listed as activators. 0.079% of 360,000 active; further: potency means the concentration at half of the fitted maximal effect; nearly all actives have a fitted effect of over 50% in size
Target sequence (Q8WZA2 whole entry, looked up): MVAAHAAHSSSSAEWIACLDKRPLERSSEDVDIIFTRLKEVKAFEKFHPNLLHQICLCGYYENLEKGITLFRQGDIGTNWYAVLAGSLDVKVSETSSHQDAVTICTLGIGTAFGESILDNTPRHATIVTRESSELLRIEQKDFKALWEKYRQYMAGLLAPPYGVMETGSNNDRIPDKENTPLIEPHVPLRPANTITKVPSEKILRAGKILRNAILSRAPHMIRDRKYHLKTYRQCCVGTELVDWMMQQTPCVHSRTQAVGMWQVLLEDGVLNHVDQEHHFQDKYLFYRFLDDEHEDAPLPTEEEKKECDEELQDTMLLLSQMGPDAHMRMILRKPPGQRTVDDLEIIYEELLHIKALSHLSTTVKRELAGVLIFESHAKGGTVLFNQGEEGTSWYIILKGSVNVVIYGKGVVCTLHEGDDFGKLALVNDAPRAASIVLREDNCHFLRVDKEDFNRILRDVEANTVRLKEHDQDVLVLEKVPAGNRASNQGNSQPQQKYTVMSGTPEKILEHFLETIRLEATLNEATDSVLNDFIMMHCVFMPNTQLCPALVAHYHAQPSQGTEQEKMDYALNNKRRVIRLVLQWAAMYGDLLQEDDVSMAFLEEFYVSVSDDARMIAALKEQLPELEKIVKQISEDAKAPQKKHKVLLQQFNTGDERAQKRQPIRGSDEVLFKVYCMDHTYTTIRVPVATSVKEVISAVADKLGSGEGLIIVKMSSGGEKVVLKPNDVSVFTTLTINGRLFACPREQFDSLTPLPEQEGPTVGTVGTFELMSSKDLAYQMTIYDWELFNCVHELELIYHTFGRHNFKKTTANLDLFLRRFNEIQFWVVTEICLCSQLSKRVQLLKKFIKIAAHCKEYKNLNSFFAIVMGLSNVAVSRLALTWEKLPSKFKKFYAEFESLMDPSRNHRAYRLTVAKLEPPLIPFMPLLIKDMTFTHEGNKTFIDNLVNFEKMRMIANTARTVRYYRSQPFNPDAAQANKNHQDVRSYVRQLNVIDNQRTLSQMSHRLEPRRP
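Each well held 100 nM EPAC2, 250 nM RAP1B-BODIPY-GDP and 50 uM GDP. Fluorescence, read at 5-min intervals to 30 min, was referenced to a 6.5 mM cAMP positive control.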
ATXN viability = cell viability loss in ATXN counter-screen. S2 cells (HEK-293 line with an ATXN2-luciferase reporter) viability, CellTiter-Fluor protease fluorescence, 24 h. Potency, µM (doses to about 56.7 µM), usual class: cytotoxic. 0.49% of 400,000 active. AID 651635; further: potency means the concentration at half of the fitted maximal effect; nearly all actives have a fitted effect of over 40% in size
Nrf2 inh = blocks Nrf2 signaling. A549 ARE-Fluc reporter, luciferase luminescence, 18-24 h. Potency, µM (highest dose often 46 µM), for the others: at the top dose activity change, negative = inhibition, actives largely listed as inhibitors. 2.1% of 360,000 active; further: potency means the concentration at half of the fitted maximal effect; on the % scale 0 is the no-effect control and ±100 the full control effect; nearly all actives have a fitted effect of over 60% in size
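Reporter: ARE-Fluc in A549. Exposure: 18-24 h, 37 °C, 5% CO2, 5% FBS OPTI-MEM. Readouts: fluorescent cytotoxicity (CellTiter-Fluor), then luminescent Nrf2 signal after BugLite.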
HepG2 tox = counter-screen for TGF-b inhibitors: cytotoxicity in HepG2 cells | HepG2 CAGA-GFP viability, ATP luminescence, 18 h | Potency, µM (titrated, usually from 46.1 µM), inactives show at the highest dose activity change, negative = cytotoxicity, usual class: cytotoxic | 0.76% of 410,000 active; further: potency means the concentration at half of the fitted maximal effect; some results filed as inactive show a strong effect at the top dose
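HepG2 CAGA-GFP cells (1000/well, DMEM with 1% FBS) received compound, then TGF-beta at 500 pg/mL final, and were incubated 18 hours at 37 degrees C. Viability was read by CellTiter-Glo luminescence. Media-only wells were set as complete cell-killing and DMSO as no toxicity.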
* = called active by the depositor; i = inactive; ? = inconclusive; . = no result given; [ ] = dose if it differs, or a comment. Unless noted, the call rests on the fitted dose curve; in most records, active means well fitted curve in the direction sought with a large enough effect; inconclusive means small, poorly fitted or top-dose-only effect, or another doubt; inactive means no such curve, though single readings can be large; an effect the other way counts as inactive or inconclusive.

compound | HepG2 tox | ATXN2 expr inh | A549 viability | ATXN viability | Nrf2 activator | TGFb inhibitor | IL2 activator | Nrf2 inh | EPAC2 agonist
Cc1ccc(NC(=O)Cn2c(=O)ccc3cc(S(=O)(=O)N4CCCC4)ccc32)cc1C | -14% | 10% | 2% | i | -0.2% | 10% | . | . | .
CCOC(=O)Cn1ccc(NC(=O)COc2ccc(F)cc2)n1 | -18% | -4% | 1% | i | 0.2% | 13% | 0.1 | -1% | 7%
Cc1cc(OCC(=O)Nc2ccccc2N2CCOCC2)c(C(C)C)cc1Cl | -20% | -30% | 1% | i | 0.4% | ? | -0.7 | 4% | 2%
COCCn1c(=NC(=O)CN2C(=O)CCC2=O)sc2cc(S(N)(=O)=O)ccc21 | 1% | 5% | 0% | i | 0.3% | 7% | -2.1 | 6% | 5%
Cc1ccc(NC(=O)c2sc(Cl)nc2-c2ccccc2)cc1 | -1% | 5% | 13% | i | ? | -6% | 0.4 | 4% | 15%
O=C1c2cccc3cccc(c23)C(=O)N1Cc1ccccn1 | -23% | . | . | i | 21% | -8% | -2.4 | . | 15%
COc1ccc(Cl)cc1N(CC(=O)N/N=C/c1ccc(OCC(N)=O)cc1)S(C)(=O)=O | 4% | 0% | -1% | i | 0.4% | -6% | -0.1 | -30% | 5%
CCN(/C=N/c1sc2c(c1C#N)CCCCC2)CC | 46% | 68%[activator] | 7% | i | -0.3% | 0% | 0.1 | . | 15%
O=S(=O)(c1cccc2cccnc12)N1CCN(Cc2ccc3c(c2)OCO3)CC1 | -44% | 3% | 3% | i | 0.4% | -2% | -0.5 | ? | -1%
N#Cc1c2n(c3c(=O)n(Cc4ccccc4Cl)cnc13)CCCC2 | -26% | 50%[activator] | 5% | i | 0.3% | 23% | -0.4 | . | 5%
CC(C)(C)NC(=O)NC(=O)COC(=O)C1CCN(S(=O)(=O)c2cccs2)CC1 | 5% | 1% | 4% | i | -0.2% | -1% | 0.4 | 15% | -4%
Cc1nc(N)sc1C(=O)NN | 7% | -21% | -2% | i | 2.6% | -12% | -1.6 | 7% | 8%
COc1ccc(OCCCC(=O)Nc2cccc([N+](=O)[O-])c2)cc1 | 21% | -11% | -13% | i | -0.1% | 1% | -1.6 | -14% | 2%
O=C(CNC(=O)c1nc[nH]c1C(=O)N1CCc2ccccc2C1)OCc1ccccc1 | -13% | -11% | 0% | i | -0.3% | 7% | -1.7 | ? | 2%
Cc1ccc(C2=NO[C@@](CC(=O)O)(C(=O)Nc3ccc4c(c3)OCCO4)C2)cc1 | -3% | 31% | 2% | i | -0.3% | -1% | 1.5 | 30% | 12%
Cc1ccc(CNC(=O)C2CCC(=O)N2C(C)C)cc1 (stereo not given) | 4% | -27% | -11% | ? | -0.9% | -5% | -0.3 | -23% | 2%
CCOc1ccc(N2C(=O)CC(Sc3nc(O)c(CC)c(=O)[nH]3)C2=O)cc1 (stereo not given) | -8% | 1% | -2% | i | 0.2% | -25% | 1.9 | 5% | 20%
O=C(NC1CCSc2ccccc21)c1cccc(S(=O)(=O)N2CCOCC2)c1 (stereo not given) | -4% | -8% | 0% | i | -0.8% | -4% | -1.6 | -12% | -3%
Cn1c(CCNC(=O)c2ccco2)nc2ccccc21 | -17% | 2% | -7% | i | -0.1% | 0% | -4.3 | 17% | 2%
CC1CCCCN1CCCNC(=O)c1[nH]c2ccccc2c1Sc1ccc(Cl)cc1 (stereo not given) | -109% | ? | -10% | . | -3.6% | ? | . | -21% | .
CCOc1ccc2oc(C(=O)NC3CC(C)(C)NC(C)(C)C3)c(C)c2c1 | -17% | . | -2% | i | 0.0% | 2% | -0.2 | -2% | 3%
Cc1csc(CN(C)C(=O)C2CCC(=O)N(CCCc3ccccc3)C2)n1 (stereo not given) | -3% | 1% | 6% | i | -1.2% | 8% | -2.0 | 15% | -7%
Cc1ccc(NC(=O)/C=C/C(=O)O)c(NC(=O)c2ccccc2)c1 | -6% | . | 0% | i | -0.7% | 3% | -1.8 | -18% | 4%
COC(=O)c1c(NC(=O)CSc2nnc(Cn3nnc4ccccc43)n2C)sc(C)c1C | -2% | -11% | -8% | i | 0.5% | -6% | 2.8 | 17% | 3%
CC(C)c1cc(C(=O)O)n[nH]1 | 12% | 5% | 1% | i | 0.5% | -14% | -1.6 | -11% | 6%
CC(O)CSc1nc2c(c(=O)[nH]c(=O)n2C)n1CC(O)COc1ccccc1 (stereo not given) | -19% | -17% | 10% | i | -0.6% | -4% | 1.1 | -6% | 4%
CCc1nnc(NC(=O)C2CCN(c3nccc(C)n3)CC2)s1 | -22% | 6% | -2% | i | 0.0% | 11% | 0.6 | -19% | 1%
Cc1cccc(CN(C)C[C@H]2OCc3cnnn3CCCC(=O)N([C@@H](C)CO)C[C@@H]2C)c1 | 2% | 10% | . | i | 0.4% | 0% | 3.7 | . | 8%
Cc1cc2c(cc1C)C(c1ccsc1)CC(=O)N2 (stereo not given) | 0% | ? | -5% | i | -0.1% | -5% | 2.3 | -1% | 15%
COc1ccccc1NS(=O)(=O)c1cc(N)ccc1N1CCCCC1 | 15% | . | -14% | i | 0.4% | -2% | -0.7 | ? | 13%

Results in ATXN viability and Nrf2 inh (2 entries from above):
canonical_smiles,ATXN viability,Nrf2 inh
CCOc1ccc2oc(C(=O)NC3CC(C)(C)NC(C)(C)C3)c(C)c2c1,i,-2%
CC(O)CSc1nc2c(c(=O)[nH]c(=O)n2C)n1CC(O)COc1ccccc1 (stereo not given),i,-6%

(more compounds)
compound | HepG2 tox | ATXN2 expr inh | A549 viability | ATXN viability | Nrf2 activator | TGFb inhibitor | IL2 activator | Nrf2 inh | EPAC2 agonist
O=C(NCc1nnnn1-c1ccc(F)cc1)c1ccc2ccccc2c1 | 0% | . | . | i | -0.1% | 7% | 0.2 | . | -1%
O=C(NNC1CC(=O)N(c2ccccc2)C1=O)c1ccco1 (stereo not given) | 17% | -14% | -3% | i | 0.4% | -3% | 4.2 | -3% | 4%
CC1(C)CC(=O)C2=C(C1)Nc1ccccc1NC2c1cccc(F)c1 (stereo not given) | -21% | -1% | 4% | i | -0.7% | -11% | 0.7 | 21% | 4%
COc1ccc(NC(=O)C(NC(C)=O)C(=O)NCc2ccccc2OC)cc1 (stereo not given) | 2% | -20% | -4% | i | 0.3% | -5% | 0.0 | . | -2%
COC(CNC(=O)C(=O)Nc1cc2c3c(c1)CC(=O)N3CCC2)OC | -2% | 5% | 2% | i | 0.3% | 6% | -3.5 | 6% | -1%
Cc1ccc(NC(=O)CCn2c(=O)c3cccn3c3ccccc32)c(Cl)c1 | -24% | . | 5% | . | 5.1% | ? | . | -14% | .
COCCN(C(=O)COC(=O)CSc1ccc2ccccc2c1)c1c(N)n(Cc2ccccc2)c(=O)[nH]c1=O | -2% | 0% | -5% | i | 0.1% | 0% | -4.7 | 6% | -8%
CC(=O)Oc1ccc(C(=O)Nc2ccccc2C(=O)NCC(C)C)cc1 | -27% | -1% | -3% | i | 0.0% | 6% | 0.7 | -12% | 4%
CCOC(=O)c1sc2ncn(CC(=O)Nc3ccc(F)cc3F)c(=O)c2c1C | -2% | 1% | 1% | i | 0.0% | 0% | . | 13%[9.27 µM] | .
Cc1cc(C)c(NC(=S)N(CCN(C)C)C(C)c2cccnc2)c(C)c1 (stereo not given) | -17% | -26% | 11% | i | -0.1% | 8% | -1.0 | -2% | -2%
Cc1ccc(C)c(NC(=S)NC(NC(=O)Cc2ccccc2)C(Cl)(Cl)Cl)c1 (stereo not given) | -21% | -39% | ? | i | 2.5% | -14% | -5.2 | ? | 3%
CN(C(=O)CSc1nc2ccc(NC(=O)CCc3ccccc3)cc2s1)c1ccccc1 | -8% | ? | -13% | ? | 3.4% | ? | . | ? | .
CCc1ccc(-c2nc(NC(=S)NC(=O)c3cccs3)sc2C)cc1 | -11% | -15% | 0% | i | 2.9% | 9% | -3.1 | . | 7%
CCN(CC)S(=O)(=O)c1nnc(NC(=O)COc2ccccc2Cl)s1 | -14% | -2% | 2% | i | -0.1% | ? | . | ? | .
Cc1cc(C(=O)Cn2nc(C(=O)O)c3ccccc3c2=O)c(C)n1-c1ccccc1 | -50% | 32%[activator] | ? | i | 3.1% | -23% | 0.2 | 1% | -1%
COc1ccc(-c2nnc(SCC#N)o2)cc1 | -2% | 12% | -15% | i | 2.0% | 1% | -0.8 | ? | 3%
Cc1ccc(S(=O)(=O)NCCNc2ccc([N+](=O)[O-])cc2C(F)(F)F)cc1 | -24% | -12% | -13% | i | 0.1% | ? | 0.6 | -16% | 6%
Cc1ccc(C(=O)NNC(=O)C(C)Oc2ccccc2F)cc1S(=O)(=O)N1CCOCC1 (stereo not given) | -37% | -2% | -1% | i | -1.0% | 13% | -1.5 | -22% | 12%
CC(C)CN(CC(C)C)C(=O)Nc1cccc([N+](=O)[O-])c1 | 4% | -1% | 2% | i | -0.3% | -6% | 1.0 | 0% | -2%
Cc1ccc(N(C(=O)CCC(=O)Nc2ccccn2)C(C(=O)NC(C)C)c2ccc(F)cc2)cc1 (stereo not given) | -28% | -10% | 6% | i | -0.5% | 3% | 1.3 | 3% | -2%
c1ccc(N2CCN(Cc3nc4ccccc4[nH]3)CC2)nc1 | -1% | 13% | 1% | i | -0.7% | 4% | 0.3 | 1% | 5%
C=CCOc1ccc(/C=C2\SC(=S)N(C(C(=O)O)c3ccccc3)C2=O)cc1 (stereo not given) | -14% | -10% | -12% | ? | 0.0% | -20% | 6.4 | 5% | -8%
COc1cc(F)ccc1-c1cc(C(=O)Nc2cc(OC)c(OC)c(OC)c2)[nH]n1 | -21% | 13% | . | i | 1.7% | 8% | 0.9 | . | -7%
